PG9 Ab binder: small molecules binding HIV-1 gp120 antibody PG9; TR-FRET gp120-PG9 antibody binding; inhibition, % at 6.7 µM; hit rate 0.43% among 360,000; in the data active = inhibition above about 8.5%
GC-B act: GC-B (human) receptor activation; P20594; HEK293-GC-B cells, CNP EC30, cGMP TR-FRET; 0% at EC30 CNP, 100% saturating CNP; activation, % at 10 µM; hit rate 0.11% among 370,000;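 active = activation at 10 µM reaching about 35% in either raw or pattern-adjusted values, limit read from the data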
Target sequence (P20594 whole entry, looked up): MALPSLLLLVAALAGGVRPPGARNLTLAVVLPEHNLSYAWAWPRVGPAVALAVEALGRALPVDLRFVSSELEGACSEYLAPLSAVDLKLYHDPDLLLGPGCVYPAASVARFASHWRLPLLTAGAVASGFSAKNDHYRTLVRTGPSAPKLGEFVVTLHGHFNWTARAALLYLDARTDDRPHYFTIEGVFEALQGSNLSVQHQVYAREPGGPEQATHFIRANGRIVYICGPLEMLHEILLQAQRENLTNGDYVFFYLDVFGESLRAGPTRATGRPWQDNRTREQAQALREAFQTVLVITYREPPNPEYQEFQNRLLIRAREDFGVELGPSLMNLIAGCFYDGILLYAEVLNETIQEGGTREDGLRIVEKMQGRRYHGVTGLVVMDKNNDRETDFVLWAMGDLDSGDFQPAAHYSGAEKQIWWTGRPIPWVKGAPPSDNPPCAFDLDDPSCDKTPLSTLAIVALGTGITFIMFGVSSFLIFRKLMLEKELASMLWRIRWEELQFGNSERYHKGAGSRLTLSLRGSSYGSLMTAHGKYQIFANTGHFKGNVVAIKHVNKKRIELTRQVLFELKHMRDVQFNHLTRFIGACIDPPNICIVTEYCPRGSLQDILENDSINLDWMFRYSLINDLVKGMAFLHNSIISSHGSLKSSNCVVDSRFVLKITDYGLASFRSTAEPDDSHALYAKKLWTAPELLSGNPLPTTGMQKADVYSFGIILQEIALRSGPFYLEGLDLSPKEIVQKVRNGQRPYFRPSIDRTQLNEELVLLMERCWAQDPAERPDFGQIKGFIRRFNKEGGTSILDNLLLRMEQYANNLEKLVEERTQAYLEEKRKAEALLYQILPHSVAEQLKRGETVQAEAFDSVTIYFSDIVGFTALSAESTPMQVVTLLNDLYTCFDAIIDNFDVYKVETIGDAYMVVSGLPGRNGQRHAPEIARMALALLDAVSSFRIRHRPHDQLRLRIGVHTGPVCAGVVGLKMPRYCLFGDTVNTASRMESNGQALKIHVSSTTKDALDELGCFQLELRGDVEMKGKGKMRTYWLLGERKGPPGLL
ARFGAP1 inh: inhibitors of rat ARFGAP1. Q62848. Arfgap1-stimulated ARF1 GTP hydrolysis, GDP FP detection. inhibition, % at 16.5 µM. hit rate 0.26% among 360,000. AID 651572;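 active = inhibition above a per-plate limit, mean inhibition of low control wells plus 3 SD, cut at about 25% in these data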;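 also: 0% = DMSO wells with enzyme and 100% = wells lacking Arfgap1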
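Material – truncated rat Arfgap1 GAP domain · Buffer or medium – HEPES-based buffer, pH 7.5 · Reagent – human ARF1(Δ1-17)-GTP substrate · Dosing – 16.5 µM single point, 1.26% DMSO · Schedule – GTP hydrolysis reaction 2 h at 25 °C · Technique – GDP detection by fluorescence polarization · Benchmarks – No-Arfgap1 wells (100%) versus DMSO full-reaction wells (0%) · Repeats – single replicate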
rCAG RNA binder: molecules binding r(CAG) RNA repeats; inhibition, % at 3 µM; r(CAG) RNA repeat, TO-PRO-1 dye displacement fluorescence; hit rate 1.3% among 370,000; AID 651821;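 active = inhibition above the plate cutoff, the mean of all test compounds on that plate plus 3 SD, cut at about 35% in these data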;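 also: 0% = DMSO alone and 100% = 100 µM mitoxantrone as full dye displacement; higher means more dye released from RNA so lower well fluorescence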
NR1D1 modulator: modulators of human Rev-erb alpha DNA binding | P20393 | Rev-erbα–FITC-DNA binding, fluorescence polarization, 90 min | activity, % at 10 µM | hit rate 0.79% among 370,000;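 active = activity above about 14%, limit read from the data; passing the limit was not always enough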;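 also: 0% = DMSO wells with 35 nM protein and 100% = DMSO wells with 750 nM protein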
SMARCA2 act: SMARCA2 function activation, primary screen; MG213 cells, MMTV-luciferase reporter, dexamethasone, overnight; activation, % at 9.1 µM; hit rate 1% among 370,000; in the data active = activation above about 7.8%;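 also: 0% = vehicle wells and 100% = reference activator wells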
HTRA1 inh: inhibitors of human serine peptidase HTRA1. Q92743. recombinant HTRA1, FP-rhodamine activity-based probe, fluorescence polarization. inhibition, % at 5.96 µM. hit rate 0.5% among 340,000. AID 504803; in the data active = inhibition above about 36%;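 also: 0% = enzyme with DMSO and 100% = wells lacking enzyme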
GC-A act: GC-A (human) enzyme activation. P16066. HEK293 GC-A cells, cGMP TR-FRET, EC30 ANP; 0% at EC30 ANP, 100% saturating ANP. activation, % at 10 µM. hit rate 0.14% among 370,000; in the data active = activation above about 40%
mABHD4 FP: inhibitors of mouse ABHD4; purified mABHD4, FP-Rh probe fluorescence polarization; hit rate 0.54% among 370,000; AID 720543; inhibition, % at 8.92 µM; Q8VD66;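 active = inhibition exceeding the mean over every tested compound plus 3 SD, cut at about 30% in these data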;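 also: 0% = plate median of compound wells and 100% = S159A mutant with DMSO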
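system = mouse ABHD4 enzyme, wild type | medium = HEPES pH 7.0, NaCl, Pluronic buffer | also added = FP-Rh probe | incubation = Enzyme–compound pre-incubation 45 min, then probe 60 min, both 25 °C | technique = fluorescence polarization, excitation 525 nm, emission 598 nm, BODIPY TMR filters | controls = S159A mutant high control, sample median low control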
ASAP1 GAP inh: ASAP1 ArfGAP inhibition; Q9ULH1; ASAP1-stimulated ARF1 GTP hydrolysis, GDP FP detection; inhibition, % at 16.5 µM; hit rate 0.19% among 360,000; AID 624377; in the data active = inhibition above about 25%;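 also: 0% = vehicle with enzyme and substrate and 100% = no enzyme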
* marks the source's active call; other numbers are inactive results; x = no result given.

SMILES,PG9 Ab binder,GC-B act,ARFGAP1 inh,rCAG RNA binder,NR1D1 modulator,SMARCA2 act,HTRA1 inh,GC-A act,mABHD4 FP,ASAP1 GAP inh
CN1CCC(OC(=O)c2ccc(Br)cc2)CC1,0.8,-4,-1,2,1,-6,-1,4,2,0
COc1ccc(C(NC(=O)C2CCN(CCOc3ccc(Cl)cc3)CC2)c2cccs2)cc1 (centres undefined),-0.7,-2,3,1,7,-4,x,1,-7,5
COc1ccc(-n2cnnc2SCc2csc(-c3ccccc3)n2)cc1,-1.7,-11,7,-6,1,0,-1,-2,4,10
Cc1ccc(S(=O)(=O)/N=C(\Sc2ccccc2)c2ccccc2)cc1,2.0,3,-11,0,2,-3,1,6,2,-13
O=C(Nc1nc(COc2ccccc2)cs1)C12CC3CC(CC(C3)C1)C2,-2.0,-5,-1,5,3,1,-16,-3,21,8
COc1ccccc1NC(=O)CCN1CC(C)OC(C)C1 (centres undefined),1.1,6,-1,3,0,-1,1,4,0,-1
CCOC(=O)C1(CCCc2ccccc2)CCN(C(=O)COC)CC1,-1.7,1,6,-11,2,-3,9,5,-2,-3
C[C@@H](C(O)c1ccccc1)N(C)C(=O)CCc1ccccc1 (some centres undefined),1.1,0,4,0,-5,-1,5,1,-3,20
Cc1ccc(NC(=O)CSc2ccccc2)cc1S(=O)(=O)N1CCCCC1,-2.2,3,-5,0,4,-2,-32,-1,-6,2
Cc1ccc(C(=O)Nc2cccc(NC(=O)c3ccc(C)cc3)n2)cc1,-0.8,-2,-8,0,2,6,x,-2,-10,17
O=C(CSc1ncn(-c2ccccc2)n1)Nc1nc(-c2ccccc2)cs1,-2.4,-1,11,11,-2,2,-18,4,-6,4
CC1(C(=O)NS(=O)(=O)Cc2cccc(Cl)c2)CCN1C(=O)C1(c2ccc(Cl)cc2)CCC1 (centres undefined),-1.1,1,-5,14,-2,-5,x,-2,11,-16
Cc1ccccc1C(=O)N=c1ccn(-c2nc3ccccc3nc2NS(=O)(=O)c2ccc(F)cc2)cc1,-5.2,-3,2,2,35*,4,1,5,3,-1
CCOC(=O)Nc1ccc2c(c1)N(C(=O)N(CC)CC)c1ccccc1CC2,-1.5,-6,-2,-1,5,1,-6,-3,-12,2
Cc1ccc(S(=O)(=O)N(C)CC(=O)Nc2ccc3c(c2)OCO3)cc1,1.1,-3,-4,4,3,-1,1,1,8,-11
CC(C)COC(=O)NCCCOC(=O)Nc1ccccc1,2.0,-4,4,-3,-3,-1,0,0,0,17
CC1(C)CC(=O)C2=C(C1)NC(=O)NC2c1ccc(Cl)cc1 (centres undefined),0.1,-5,-8,0,-3,-2,0,-11,-4,6
CCOC(=O)Cn1nnnc1CN(Cc1cccs1)Cc1cc2cc(C)ccc2[nH]c1=O,-0.8,-12,5,-4,2,-2,-6,-6,3,4
COc1cc(/C=N\NC(=O)c2ccc(Cl)cc2)ccc1Oc1ccc([N+](=O)[O-])cn1,-3.0,1,-2,4,-5,-5,-14,-4,-29,4
O[C@@H]1CN(Cc2ccc(-n3cccn3)cc2)CC[C@H]1N1CCN(c2ccccc2F)CC1,-0.5,0,-1,-7,-4,-5,6,7,1,1

Profiles, quoted from the list.
Cc1ccc(NC(=O)CSc2ccccc2)cc1S(=O)(=O)N1CCCCC1 is entered as PG9 Ab binder: -2.2; GC-B act: 3; ARFGAP1 inh: -5; rCAG RNA binder: 0; NR1D1 modulator: 4; SMARCA2 act: -2; HTRA1 inh: -32; GC-A act: -1; mABHD4 FP: -6; ASAP1 GAP inh: 2
COc1ccc(-n2cnnc2SCc2csc(-c3ccccc3)n2)cc1 is entered as PG9 Ab binder: -1.7; GC-B act: -11; ARFGAP1 inh: 7; rCAG RNA binder: -6; NR1D1 modulator: 1; SMARCA2 act: 0; HTRA1 inh: -1; GC-A act: -2; mABHD4 FP: 4; ASAP1 GAP inh: 10

Four compounds from above, reduced to rCAG RNA binder, SMARCA2 act and mABHD4 FP.
Molecule | rCAG RNA binder | SMARCA2 act | mABHD4 FP
Cc1ccc(S(=O)(=O)N(C)CC(=O)Nc2ccc3c(c2)OCO3)cc1 | 4 | -1 | 8
Cc1ccc(S(=O)(=O)/N=C(\Sc2ccccc2)c2ccccc2)cc1 | 0 | -3 | 2
O[C@@H]1CN(Cc2ccc(-n3cccn3)cc2)CC[C@H]1N1CCN(c2ccccc2F)CC1 | -7 | -5 | 1
Cc1ccc(NC(=O)CSc2ccccc2)cc1S(=O)(=O)N1CCCCC1 | 0 | -2 | -6

Additional compounds:
SMILES,PG9 Ab binder,GC-B act,ARFGAP1 inh,rCAG RNA binder,NR1D1 modulator,SMARCA2 act,HTRA1 inh,GC-A act,mABHD4 FP,ASAP1 GAP inh
O=C(COC(=O)/C=C/c1ccc(S(=O)(=O)N2CCOCC2)cc1)Nc1ccccc1F,-0.2,-4,-2,3,-4,-2,5,-2,1,4
CN(C)c1ccc(CNC(=O)/C=C/[C@H]2O[C@@H](n3ccc(=O)[nH]c3=O)[C@H](O)[C@@H]2O)cc1,-3.3,-1,3,2,-2,-2,x,-4,6,10
COCCCn1c(CCC(=O)O)ccc1-c1cccs1,-2.9,3,-16,6,-4,1,3,0,-3,-5
O=C(CSc1nc(CCC2CCCC2)nc2ccccc12)NCc1ccc2c(c1)OCO2,1.2,-1,-13,-2,7,-3,-14,-7,-2,-4
COc1ccc(OC)c(C(=O)CSc2nnc(-c3cccs3)o2)c1,0.6,-4,12,1,8,-3,-4,1,4,-2
COc1ccc(CSCCN)cc1Cl,-0.9,-3,4,3,2,4,7,-6,-2,1
COc1ccc(S(=O)(=O)N(C)CC(=O)N2CCC(C)CC2)cc1Cl,0.8,3,10,-9,1,-2,8,-1,1,-11
C=CCn1c(NCc2ccc(OC)cc2O)nc2ccccc21,-1.2,-5,-4,0,0,6,-14,2,1,5
O=C(COC(=O)COc1ccccc1F)Nc1cccc(S(=O)(=O)N2CCCCC2)c1,1.4,-4,10,2,4,-1,-6,-3,6,2
O=C(CCNC(=O)c1ccc(Br)cc1)Nc1ccccc1N1CCCCC1,1.8,-16,-3,-5,8,-4,-5,-16,16,-12
CC(C)Oc1ccc(/C(O)=C2/C(=O)C(=O)N(Cc3cccnc3)C2c2ccco2)cc1 (centres undefined),2.3,1,12,-1,-4,-1,9,1,0,3
CC(C)(C)N1CC(C(=O)Nc2cccc(Cl)c2Cl)CC1=O (centres undefined),2.0,4,0,-4,-4,-3,3,-5,-13,3
Cc1ccc(-c2nc3ccccc3n2C(C)C(=O)NC(C)(C)C)cc1 (centres undefined),-0.3,4,1,-1,3,-5,x,0,12,9
Cc1c(C(=O)Nc2cccc(Cl)c2)c2ccccn2c1CCc1ccncc1,-2.0,-6,-2,-1,-3,7,-3,6,1,14
CCC(=O)Nc1cc2nn(-c3ccccc3)nc2cc1Cl,-0.7,-7,-7,0,6,2,-3,11,-8,-8
COCCNC(=O)C1(C)CCCN(Cc2ccc(Oc3ccccc3)cc2)C1 (centres undefined),-2.3,0,-11,-1,-4,-3,x,1,5,6
CCn1c2ccccc2c2cc(NC(=O)C(=O)NCC3CCCO3)ccc21 (centres undefined),-1.6,-1,2,0,-1,-2,3,7,4,-4
C=CCn1c(SCC(=O)N(C)C)nc2cc(C(=O)O)ccc2c1=O,-1.8,1,4,0,2,-4,2,-3,5,2
CCCCOc1ccc(NC(=O)CN2CCN(Cc3ccccc3)CC2)cc1,0.0,4,2,-1,-2,-5,-4,1,-8,8
CCOC(=O)C1=C(CC)Nc2ccccc2N=C1NC(=O)c1cccc(S(=O)(=O)N2CCCC2)c1,-0.3,1,6,5,-1,0,-10,3,1,10
Cc1ccc(-c2noc(CCC(=O)Nc3cccc(C(=O)NC4CC4)c3)n2)cc1,0.1,-3,-4,1,2,0,-6,0,-4,-3
O=C(NCc1ccccc1)[C@@H]1CSC2c3ccccc3C(=O)N21 (some centres undefined),2.7,1,2,8,-4,-1,0,1,-11,0
COc1ccc(C(=O)CC(=O)c2ccc(OC)cc2)cc1,-0.3,-4,4,2,0,-1,-4,2,1,4
Cc1ccc(-n2nnnc2SCC(=O)N2CCCCC2)cc1,-0.3,-4,0,-3,8,0,-2,2,0,-9
Cn1c(=O)c2c(nc(CN3CCN(c4ccccc4)CC3)n2Cc2c(F)cccc2Cl)n(C)c1=O,-0.3,9,9,9,0,-3,-1,-1,-1,0
CCOC(=O)c1ccc(COC(=O)CCc2nc(-c3ccccc3)c(-c3ccccc3)o2)cc1,-1.3,-3,-10,5,2,-2,-16,-4,-5,-8
COc1ccc2cc(CCNC(=O)CCc3ccccc3)c(=O)[nH]c2c1,1.8,-3,19,-4,-3,-2,6,-7,5,6
O=C(COC(=O)Cn1cnc2ccccc2c1=O)Nc1ccccc1OC(F)F,1.8,-3,-1,0,3,-2,3,-1,2,5
C/C(=N\NC(=O)c1ccc(Cl)cc1)c1ccc(Br)s1,-0.2,-9,11,0,-2,-3,-11,1,2,22
COc1cccc(C(O)c2nc(-c3ccncc3)cs2)c1 (centres undefined),1.5,-6,-1,0,3,-5,x,-3,0,2
Cc1occc1-c1nnc(SCC(=O)Nc2ccccc2)n1C(C)c1ccccc1 (centres undefined),-0.9,-11,8,4,-1,-2,-16,-7,-5,12
CCOc1cc(OCC)cc(C(=O)N2CCC[C@@H]2C(=O)N2CCC[C@H]2C(=O)NCc2ccccc2)c1,0.9,-15,4,-1,-7,-2,x,-6,-6,-12
O=C(NC1CCCCC1)C(c1cccc2ccccc12)n1c(=O)c(-c2cc3ccccc3[nH]2)nc2ccccc21 (centres undefined),4.2,-2,16,18,-8,-2,x,2,-33,24
COC(=O)c1cc(C(=O)c2ccc(Cl)cc2)n2c(=O)/c(=C\N(C)C)sc12,-0.8,8,-8,1,6,2,1,2,-5,13
COC(=O)c1ccccc1NC(=O)C(C)NS(=O)(=O)c1ccc(OC)cc1 (centres undefined),0.0,4,4,8,-5,2,-10,5,-16,4
O=C(CSc1oc(-c2ccco2)nc1S(=O)(=O)c1ccc(F)cc1)NCC1CCCO1 (centres undefined),-0.1,1,-10,22,1,0,3,1,6,6
CN(C)C(=O)N1CCN(C(=O)c2ccco2)CC1,1.0,3,-6,1,1,0,10,1,-1,-12
CCOc1ccc(NC(=O)c2ccco2)cc1,-0.7,4,-5,1,-2,6,8,-1,4,10
Cc1ccc(/C=N/n2c(-c3ccco3)n[nH]c2=S)s1,-0.9,-2,4,4,-6,-1,9,2,6,3
CC(=O)NC(c1ccccc1)c1cccnc1 (centres undefined),1.6,2,11,3,-2,1,3,1,-3,-1
COc1cccc(-c2nn(-c3ccccc3)cc2C(=O)NCC(=O)O)c1,-2.9,-5,-1,6,-1,1,-1,0,0,10
COc1cccc(-n2nnnc2SCC(=O)Nc2ccc(C(C)=O)cc2)c1,16*,3,3,5,14,2,-10,-4,-2,1
CCN(Cc1cc2cc(OC)ccc2[nH]c1=O)C(=O)c1ccncc1,0.8,4,-8,-4,-4,-2,7,0,4,9
COc1ccc(C(=O)O/N=C/c2ccc(S(=O)c3ccc(Cl)cc3)nc2)cc1 (centres undefined),1.2,-4,5,2,-6,1,4,-8,2,-11
CCOC(=O)C1=C(CSc2nc(C)cc(C)c2C#N)OC(N)=C(C#N)C1c1ccccc1 (centres undefined),0.2,2,-1,1,1,1,-17,-8,-7,8

Source: PubChem (several laboratories)
